Screens (PubChem)
Yeast superoxide: yeast age-related superoxide inhibition as caloric restriction mimetic | S. cerevisiae aged cells, superoxide DHE fluorescence; hits give low values | superoxide response (% of plate mean), % at 10 µM | hit rate 0.18% among 330,000 | AID 2690;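 active = superoxide response under a set limit, about three screen SD below normal, cut at about 65% in these data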;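 note: yeast aged for seven days with compound at 30 °C before DHE staining; 100% = average MFI of all compound-treated wells on the plate with controls excluded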
GASC-1 inh: blocks human GASC-1 demethylase activity; GST-JMJD2C(1-420) H3K9me3 demethylation, DELFIA europium; inhibition, % at 2.35 µM; hit rate 0.069% among 330,000; AID 2099;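 active = more than half of a compound's replicate wells show inhibition beyond 50%, single wells judged on their own value; inconclusive = some, but no more than half, of replicates pass 50% inhibition; inactive = no replicate passes 50% inhibition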;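 note: signal counts dimethyl H3K9 product captured on neutravidin plate; 0% = median of DMSO wells and 100% = 0.3 times that DMSO median; strong numbers were not always called active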
Target sequence (Q9H3R0 1-420 limits assumed): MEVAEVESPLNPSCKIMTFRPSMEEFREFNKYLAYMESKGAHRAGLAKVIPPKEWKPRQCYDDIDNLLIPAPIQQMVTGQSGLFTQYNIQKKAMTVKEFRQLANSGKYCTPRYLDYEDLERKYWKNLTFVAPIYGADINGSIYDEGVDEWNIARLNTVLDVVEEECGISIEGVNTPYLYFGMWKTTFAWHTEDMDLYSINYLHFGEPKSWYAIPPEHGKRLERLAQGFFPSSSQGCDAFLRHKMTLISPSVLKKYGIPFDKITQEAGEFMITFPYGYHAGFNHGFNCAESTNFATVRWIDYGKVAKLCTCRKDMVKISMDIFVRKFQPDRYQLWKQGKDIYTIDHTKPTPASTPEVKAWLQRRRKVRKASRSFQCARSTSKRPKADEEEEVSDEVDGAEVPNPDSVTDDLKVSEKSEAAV
procasp7 counter: activates human procaspase-7, counter-screen for procaspase-3 activators; P55210; recombinant procaspase-7, Ac-DEVD-pNA absorbance 405 nm; D23A/D198A/D206A triple mutant, cannot self-cleave; scale: DMSO 0, 5 µM enzyme 100; activation, % at 8.5 µM; hit rate 0.093% among 330,000; AID 463210;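 active = percent activation above the screen-wide mean plus 3 SD, cut at about 25% in these data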
Target sequence (P55210 whole entry D23A/D198A/D206A): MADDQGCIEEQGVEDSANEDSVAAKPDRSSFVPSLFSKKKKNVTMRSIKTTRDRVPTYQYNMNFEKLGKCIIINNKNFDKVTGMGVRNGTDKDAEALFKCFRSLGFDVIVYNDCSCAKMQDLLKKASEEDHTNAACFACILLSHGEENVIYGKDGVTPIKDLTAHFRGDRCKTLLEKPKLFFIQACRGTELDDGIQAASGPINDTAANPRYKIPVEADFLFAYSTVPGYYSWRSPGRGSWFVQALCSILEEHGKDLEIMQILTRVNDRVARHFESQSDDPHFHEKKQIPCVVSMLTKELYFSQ
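Replicates: singlicate. Assay system: Procaspase-7 triple mutant (PC-7 D3A). Signal: 405 nm absorbance of p-nitroaniline. Times: 1 h preincubation, 2 h reaction. Buffer or medium: Zinc-free HEPES pH 7.4 with 300 mM NaCl, 0.01% Triton X-100. Also added: DEVD-pNA substrate. Benchmarks: DMSO wells as 0%, DMSO with 5 µM added PC-7 as 100%.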
procasp3 activ: activates human procaspase-3; P42574; activation, % at 8.5 µM; recombinant procaspase-3 D3A, Ac-DEVD-pNA absorbance 405 nm; hit rate 0.11% among 330,000;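 active = activation above the mean of all tested compounds plus 3 SD, cut at about 21% in these data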;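 note: 0% = DMSO alone and 100% = DMSO wells spiked with extra 5 µM PC-3 D3A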
Target sequence (P42574 whole entry D9A/D28A/D175A): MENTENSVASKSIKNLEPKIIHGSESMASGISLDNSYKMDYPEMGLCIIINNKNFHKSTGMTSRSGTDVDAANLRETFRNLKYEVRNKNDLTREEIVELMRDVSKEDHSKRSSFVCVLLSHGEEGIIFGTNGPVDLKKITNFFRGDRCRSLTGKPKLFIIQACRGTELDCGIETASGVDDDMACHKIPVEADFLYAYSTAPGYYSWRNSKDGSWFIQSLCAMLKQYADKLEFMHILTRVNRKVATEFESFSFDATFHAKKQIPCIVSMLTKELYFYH
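material = Procaspase-3 D3A mutant | probe or stimulus = Ac-DEVD-pNA | compound = single dose, 8.5 µM nominal compound, 0.8% DMSO | timing = 1 h preincubation, 2 h reaction | measured by = 405 nm absorbance of p-nitroaniline, reads at 0 and 120 min | benchmarks = DMSO-only low control, 5 µM PC-3 D3A high control | repeats = singlicate, each compound tested once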
AHR act: activators of human aryl hydrocarbon receptor | AHR-responsive luciferase reporter cells, luminescence | activation, % at 5 µM | hit rate 2.5% among 320,000; in the data active = activation above about 47%;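 note: 0% = vehicle wells and 100% = reference agonist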
LAP4-GFP MLPCN: modulators of TOR pathway LAP4-GFP in S. cerevisiae. AID 2023. GFP response vs DMSO, % at 10 µM. hit rate 0.34% among 320,000. S. cerevisiae LAP4-GFP multiplex, flow cytometry GFP, 3 h; median GFP as percent of DMSO wells;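 active = GFP response vs DMSO above a set limit, about the screen mean plus 3 SD, cut at about 150% in these data; inconclusive = under 70 cell events counted for the yeast strain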
MEP2-GFP yeast: modulators of TOR pathway MEP2-GFP in S. cerevisiae. S. cerevisiae MEP2-GFP strain, flow cytometry GFP, 3 h; 100% = DMSO control level. GFP response vs DMSO, % at 10 µM. hit rate 0.51% among 330,000. AID 2016;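 active = GFP response versus DMSO above a set limit, roughly screen mean plus 3 SD, cut at about 180% in these data; inconclusive = fewer than 70 cells counted for a yeast strain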;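 note: median GFP fluorescence of the barcode-gated MEP2-GFP cells per well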
RPL19A TOR yeast: alters RPL19A-GFP fluorescence in TOR pathway yeast screen. hit rate 0.3% among 330,000. AID 2025. S. cerevisiae RPL19A-GFP strain, flow cytometry, 3 h; hits give low values. percent response vs DMSO, % at 10 µM;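 active = percent response vs DMSO below 50%; inconclusive = fewer than 70 events counted for the yeast strain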;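 note: median channel GFP fluorescence of the barcoded RPL19A-GFP strain; ratio of sample median GFP to plate DMSO average so 100% = DMSO; lower means less RPL19A-GFP as with rapamycin TOR inhibition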
* hit, by the source's call; ? = inconclusive; · = no result given; & = joins results of further samples; [ ] = remark or other dose.

SMILES	Yeast superoxide	GASC-1 inh	procasp7 counter	procasp3 activ	AHR act	LAP4-GFP MLPCN	MEP2-GFP yeast	RPL19A TOR yeast
N#CCSc1nnc(-c2sc3ccccc3c2Cl)o1	122	-4	-2	6	14	90	102	104
CN1CCN(NC(=O)c2cccc(S(=O)(=O)N3CCCCCC3)c2)CC1	115	-13	5	-2	-1	101	95	97
CC(=O)OCC1=C(C(=O)O)N2C(=O)C(NC(=O)CCn3nc(C)c(Cl)c3C)C2SC1 (stereo not given)	102	0	-24	-15	-1	98	93	95
COC(=O)/C=c1/s/c(=C(/C#N)C(=O)N2CCOCC2)n(-c2ccccc2)c1=O	83	10	-2	-6	2	95	100	96
Cc1ccc(C)c(NC(=O)COC(=O)c2ccc3c(c2)OCCO3)c1	118	0	-2	-7	1	109	105	106
O=C1C(N2CCOCC2)=C(n2nnc3ccccc32)C(=O)c2ccccc21	139	-6	-7	-12	21	101	100	108
COCCOC(=O)C1=C(C)N=C2SCCC(=O)N2C1c1ccc(OC(=O)c2ccco2)cc1 (stereo not given)	107	64	-3	1	0	102	93	95
Cc1ccc(S[C@@H](CCN2CC[C@H](NC(=O)OCc3ccccc3)CCC2=O)c2ccccc2)cc1	96	8	-9	-7	0	98	104	95
C=CCNC(=O)c1ccc(S(=O)(=O)CC)c(Cl)c1Cl	101	38	1	1	0	108	97	100
Cc1ccc(/C=C\c2nccc3c2[nH]c2ccccc23)cc1	94	-13	-6	-1	51*	102	105	101
CCOC(=O)C1CCN(C(=O)COc2cccc3ccccc23)CC1	109	3	7	-6	7	109	101	104
Cc1cccc(C)c1N1CCN(c2nc(N(C)C)oc(=O)c2C#N)CC1	93	0	3	10	-1	85	104	103
Cc1onc(-c2ccccc2)c1C(=O)N1CCN(c2ncccc2C(F)(F)F)CC1	100	0	5	-2	1	105[may fluoresce green]	107[may fluoresce green]	95[may fluoresce green]
Cc1cc(C)nc(Sc2c(C)nn(-c3ccccc3)c2C)n1	98	32	10	3	3	90	99	90
COc1ccccc1-n1c(-c2ccccc2)c[n+]2c1CCc1ccccc1-2	144&90	?	-6&5	0&0	-9&-1	86&100	93&98	100&114
C=CCc1c(C)c(C#N)c2nc3ccccc3n2c1NCCN(C)C	77	7	-4	-2	7	130	110	120
C=CCn1c(=NC(=O)c2ccco2)sc2cc(C(=O)OCC)ccc21	100	6	17	14	1	123	113	94
Cc1ccc(S(=O)(=O)N2CCCC(C(=O)NCc3ccco3)C2)cc1Cl (stereo not given)	112	-1	-3	0	0	115	107	105
O=C(CNC(=O)c1cccc(F)c1)N/N=C/c1cccs1	98	3	6	2	-1	86	92	98
CN(C)c1ccc(C(=O)NCC(c2cccs2)N2CCOCC2)cc1[N+](=O)[O-] (stereo not given)	92	24	2	2	10	115	99	95
CCOC(=O)N1CCN(C(=O)CSc2ccc(-c3cccnc3)nn2)CC1	103	-4	9	-3	11	106	103	101
CCN(C(=O)c1ccc(S(=O)(=O)N(C)C)cc1)C(C)C(=O)Nc1ccc(C)cc1 (stereo not given)	85	-22	14	8	1	97	104	100
CS(=O)(=O)N(CCc1ccccc1)CC(=O)Nc1ccc2c(c1)OCO2	129	-14	0	2	7	96	98	98
COc1ccc(-n2cnc3sc(-c4ccccc4)cc3c2=O)cc1	101	-5	0	-5	4	99	102	97
COC(=O)c1cccc(-n2[nH]nnc2=S)c1	88	6	-13	-6	13	107	104	103
O=C(N/N=C/c1ccc2c(c1)OCO2)c1sc2cccc(Cl)c2c1Cl	114	-11	11	4	30	105	100	98
COc1ccc(N2CCN(C(=O)CN(c3ccc(Br)cc3)S(C)(=O)=O)CC2)cc1	107	4	-5	12	1	?	?	?
Cc1cc2nc(-c3ccncc3)cc(C(F)(F)F)n2n1	88	·	2	3	-2	106	108	117
CCOC(=O)C1CCCN(S(=O)(=O)c2ccc(C)cc2)C1 (stereo not given)	99	10	8	3	-3	102	95	96
Cc1cc(NC(=O)CSc2nnc(-c3cccnc3)n2N)no1	102	1	6	-5	3	97	99	100
COc1ccc(S(=O)(=O)N2CCC(C(=O)NCc3ccccn3)CC2)cc1Cl	86	-14	-2	1	-1	105	108	104
COc1ccc(N2C(=O)C(CC(N)=O)N(NC(=O)c3cccc(OC)c3)C2=S)cc1 (stereo not given)	87	2	11	0	-2	99	105	98
O=C(CSc1nc2c(sc3ccccc32)c(=O)n1-c1ccccc1)NCc1ccco1	124	-7	-4	-3	113*	92	104	100
COc1ccc(OCCCC(=O)OCC(=O)NNC(=O)c2ccc([N+](=O)[O-])cc2)cc1	106	-12	4	-8	-1	104	101	103
COc1cc(C2Nc3cccc4cccc(c34)N2)cc(OC)c1OC(C)=O	101	0	5	-1	1	93	88	91
O=C1CCCN1CC1CCCN(Cc2nc(COc3ccccc3)no2)C1 (stereo not given)	111	71	3	4	1	107	102	95
Oc1ccc(/C=N/Nc2ccccc2)cc1	81	-10	3	0	9	96	99	98
Cc1cc([N+](=O)[O-])ccc1NC(=O)CSc1nncn1-c1ccccn1	100	-3	-2	-10	-4	105	102	106
O=c1c2ccccc2[nH]c(=S)n1Cc1cccnc1	105	10	-3	5	3	90	102	99
CC(OC(=O)Cn1[nH]c(=O)c2ccccc2c1=O)C(=O)Nc1ccc(F)cc1 (stereo not given)	87	11	9	-13	2	103	93	89
O=C(COC(=O)c1ccc(S(=O)(=O)N2CCc3ccccc3C2)cc1)NC1CCS(=O)(=O)C1 (stereo not given)	81	-6	0	-2	3	96	96	103
NC(=O)c1ccc(NC(=O)COc2ccc([N+](=O)[O-])cc2Cl)cc1	92	4	-9	-2	0	95	104	99
O=C(CCCCCNC(=S)Nc1ccccc1)C[N+](=O)[O-]	103	-2	-13	-16	-1	110	108	106
CCOC(=O)CNc1nc(Cl)nc(Nc2ccc(C)cc2)n1	115	5	19	4	1	102	98	94
CCN(CC)c1ccc(NC(=O)CSc2nnc3nc(C)cc(C)n23)cc1	97	-1	-5	-9	-10	102	106	103
CC(C)=CCC[C@](C)(O[C@@H]1O[C@H](CO[C@@H]2OC[C@H](O[C@@H]3OC[C@@H](O)[C@H](O)[C@H]3O)[C@H](O)[C@H]2O)[C@@H](O)[C@H](O)[C@H]1O)C1CC[C@]2(C)C1[C@H](O)CC1[C@@]3(C)CC[C@H](O)C(C)(C)C3[C@@H](O)C[C@]12C (stereo not given in full)	89	9	4	5	-1	104	102	95
CCOC(=O)CSc1nc2sc(C(=O)O)c(C)c2c(=O)[nH]1	98	3	1	4	-1	103	95	103
O=C(O)CN1C(=O)C2C3CC(C2C1=O)C1C(c2ccccc2)c2sc(=O)[nH]c2SC31 (stereo not given)	93	2	-19	-13	3	102	108	103
COc1cc(S(=O)(=O)N2CCN(C(=O)c3ccco3)CC2)c(OC)cc1C	101	-3	15	2	0	92	111	101
CCC(CC)C(=O)Nc1nnc(S(=O)(=O)N2CCCc3ccccc32)s1	98	9	7	0	0	102	99	99
O=C(N/N=C/c1ccc(OC(=O)c2ccccc2Cl)cc1)c1ccccn1	109	-10	1	9	18	92	100	105
O=C(Nc1ccc(F)cc1)Nc1ccccc1NS(=O)(=O)c1cccs1	94	4	0	3	2	90	106	104
CCCCOc1ccc(C(=O)NCC(=O)NCC(c2cccs2)N2CCOCC2)cc1 (stereo not given)	77	7	14	1	1	90	89	88
O=C(Cc1ccccc1)Nc1ccc(NC(=O)c2cccs2)cc1Cl	90	-10	12	-2	-3	89	103	105
CCN(Cc1ccc2c(c1)OCCO2)C(=O)CN1C(=O)NC2(CCCCC2)C1=O	93	2	-2	-3	1	101	101	98
CCN(c1ccccc1)S(=O)(=O)c1ccc(N)cc1	99	-12	-12	-1	-3	92	105	98
O=C(Cc1ccccc1F)NCC(=O)Nc1ccccc1Br	97	-6	3	4	3	90	100	100
COc1ccc(-c2csc(NC(=O)CC(NC(C)=O)c3ccccc3)n2)cc1OC (stereo not given)	98	6	·	·	·	88	102	110
Cc1noc(C)c1NC(=O)N(C)C[C@@H]1Oc2ccc(NC(=O)CCC(F)(F)F)cc2CC(=O)N([C@@H](C)CO)C[C@@H]1C	95	1	-4	-4	1	95	93	95
Cn1cccc1-c1cc(C(=O)N/N=C/c2ccccc2Cl)[nH]n1	96	7	7	-2	1	103	96	99

New compounds follow.
SMILES	Yeast superoxide	GASC-1 inh	procasp7 counter	procasp3 activ	AHR act	LAP4-GFP MLPCN	MEP2-GFP yeast	RPL19A TOR yeast
O=C(Nc1ccc(Nc2ccccc2)cc1)C(Cl)(Cl)Cl	92	0	12	8	-1	122	90	100
Cc1ccc(C(=O)OCCOc2cccc(Cl)c2)cc1S(=O)(=O)N1CCOCC1	110	-8	1	-6	4	110	108	101
NC(=O)c1ccc(NC(=O)COC(=O)c2ccc3c(c2)OCCO3)cc1	99	39	-2	3	2	109	99	99
CC(=O)c1c(C)[nH]c(C(=O)OC2CCCCC2=O)c1C (stereo not given)	114	-1	3	-9	18	86	96	104
CCN(CC)S(=O)(=O)c1ccc(N2CCOCC2)c(NC(=O)COc2ccccc2C#N)c1	100	0	-2	1	0	126	110	111
CCN1CCN(C(=O)CN(C)S(=O)(=O)c2ccc(OC)c(C)c2)CC1	72	1	8	-3	7	97	99	99
CCOCCCNC(=O)CC1Oc2ccc(C)cc2NC1=O (stereo not given)	92	-24	4	4	-1	104	99	100
COc1ccc(NC2CCCN(C(=O)CSc3ccccc3)C2)cc1 (stereo not given)	82	0	-6	2	2	98	117	103
CCOc1ccc(S(=O)(=O)Nc2ccc(C(=O)NCCCN3CCCC3=O)cc2)cc1	111	-4	3	3	1	94	96	89
COc1ccccc1Cn1c(-c2ccccc2OC)nc2ccccc21	95	-6	4	0	1	100	104	102
Cc1cc(CNC(=O)COc2ccc(F)cc2)c2ccccc2n1	103	-2	-6	-2	1	94	107	110
Cc1cc(NC(=O)COC(=O)c2c(C)c(C)c(C)c(C)c2C)no1	96	-6	17	1	2	94	92	94
CCOC(=O)N1CCC(NC(=O)CC2C(=O)NCCN2Cc2ccccc2F)CC1 (stereo not given)	92	1	0	7	0	102	92	99
COc1cccc(CNC(=O)c2cc(C3CC3)nc3c2cnn3C(C)C)c1	110	-4	3	10	9	108	100	98
CCOC(=O)c1cccc(NS(=O)(=O)c2ccc(NC(C)=O)cc2)c1	98	3	7	2	-2	88	107	98
Cc1cc2nc(C)c(=O)n(C)c2cc1C	116	4	-1	-4	-1	93	96	100
CCSc1nnc(NC(=O)C2CC=CCC2C(=O)O)s1 (stereo not given)	98	7	10	-1	0	99	102	103
CN(C)c1nnnn1-c1ccc(Oc2ccccc2)cc1	107	-3	2	-9	0	104	90	105

Ordered by the number under GASC-1 inh (descending): three from the list above
SMILES | GASC-1 inh | procasp3 activ | AHR act | LAP4-GFP MLPCN | MEP2-GFP yeast | RPL19A TOR yeast
CCOC(=O)c1cccc(NS(=O)(=O)c2ccc(NC(C)=O)cc2)c1 | 3 | 2 | -2 | 88 | 107 | 98
CN(C)c1nnnn1-c1ccc(Oc2ccccc2)cc1 | -3 | -9 | 0 | 104 | 90 | 105
COc1cccc(CNC(=O)c2cc(C3CC3)nc3c2cnn3C(C)C)c1 | -4 | 10 | 9 | 108 | 100 | 98
